Compound activity from PubChem BioAssay.
Pf growth 96h: P. falciparum growth inhibition at 96 hour, primary screen for plastid delayed-death inhibitors | P. falciparum luciferase reporter growth, 96 h | Potency, µM (titrated, usually from 28.7 µM), for the others: at the highest dose activity change, negative = inhibition, hits mostly inhibitors | 320,000 tested, 6.9% active; note: potency is the fitted concentration of half-maximal effect; % is set by controls: 0 for no effect and ±100 for the full control effect
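P. falciparum expressing integrated firefly luciferase, in erythrocytes at 2% hematocrit, 0.05% parasitemia, incubated with compounds 96 h at 37 C, 5% CO2. Growth inhibition read as loss of luminescence; two-generation exposure targets delayed-death apicoplast inhibitors.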
CHX counter: affects cycloheximide protein synthesis inhibition readout, counter-screen | AID 2314 | cell reporter, cycloheximide protein synthesis inhibition counterscreen | 300,000 tested, 12% active | max response, %; in the data active = max response mostly above about 13%, no sharp cut-off; inactive = mostly below about 14%; note: read at 38.3 µM for the half of the compounds with a filed dose; 0% is about no effect
TbPYK inhibitor: inhibitors of Trypanosoma brucei pyruvate kinase; Q57TT1; TbPYK enzyme, Kinase-Glo Plus ATP luminescence, 45 min; Potency, µM (highest dose often 76.8 µM), for inactives: top-dose activity, negative = inhibition, most hits filed as inhibitors; 410,000 tested, 0.12% active; note: potency is the fitted concentration of half-maximal effect; % is set by controls: 0 for no effect and ±100 for the full control effect; nearly all actives have a fitted effect of over 50% in size
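Assay buffer: 50 mM TEA pH 7.2, 100 mM KCl, 10 mM MgCl2, 0.05% BSA, 0.01% Tween-20. Pyruvate kinase from T. brucei plus substrate met compound, then ADP (130 uM final). Luminescence was read post 45 min RT.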
LmPK inhibitor: inhibitors of Leishmania mexicana pyruvate kinase | Potency, µM (top dose mostly 57.5 µM), without a hit: at the top dose activity change, negative = inhibition, hits mostly inhibitors | AID 1721 | purified LmPK, Kinase-Glo ATP luminescence, 1 h | 290,000 tested, 0.37% active | Q27686; note: potency is the fitted concentration of half-maximal effect; % is set by controls: 0 for no effect and ±100 for the full control effect
Target sequence (Q27686 whole entry, looked up): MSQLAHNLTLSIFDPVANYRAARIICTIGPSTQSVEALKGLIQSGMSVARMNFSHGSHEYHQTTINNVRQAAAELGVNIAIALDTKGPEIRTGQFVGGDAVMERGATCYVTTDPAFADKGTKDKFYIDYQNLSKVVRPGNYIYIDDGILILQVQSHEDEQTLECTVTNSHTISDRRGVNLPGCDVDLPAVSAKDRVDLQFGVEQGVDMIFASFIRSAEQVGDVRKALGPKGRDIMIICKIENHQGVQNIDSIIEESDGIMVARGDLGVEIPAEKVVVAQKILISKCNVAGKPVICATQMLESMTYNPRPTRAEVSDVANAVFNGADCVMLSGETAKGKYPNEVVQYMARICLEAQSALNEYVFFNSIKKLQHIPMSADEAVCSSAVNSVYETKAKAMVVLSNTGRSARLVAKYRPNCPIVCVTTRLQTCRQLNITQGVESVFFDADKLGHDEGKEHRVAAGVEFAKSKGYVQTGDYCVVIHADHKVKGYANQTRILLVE
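0.1 nM LmPK, 0.5 mM PEP, 0.1 mM ADP; 50 mM imidazole pH 7.2, 7 mM MgCl2, 50 mM KCl; 1 h RT. Kinase-Glo luminescence readout, normalized to no-enzyme (full inhibition) and uninhibited wells.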
AMA1-RON2 inh: AMA1-RON2 (P. falciparum) interaction inhibition; 360,000 tested, 0.2% active; AID 720542; AlphaScreen AMA1-biotinylated RON2 peptide binding; Potency, µM (titrated, usually from 58.2 µM), for inactives: top-dose activity change, negative = inhibition, actives largely listed as inhibitors;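 note: potency is the fitted concentration of half-maximal effect; 0% = vehicle wells and -100% = peptide control; nearly all actives have a fitted effect of over 45% in size; some results filed as inactive show a strong effect at the top dose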
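AMA1 (3D7) with his tag at 25 nM final met compounds first, then biotinylated RON2 peptide at 25 nM; detection used donor plus acceptor beads, 10 µg/mL apiece, read by AlphaScreen after 30 min at room temperature.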
Shiga inhibitor: Shiga toxin inhibition | Vero cells, Shiga toxin protein synthesis inhibition reporter | inhibition, % at 38.7 µM | AID 2315 | 290,000 tested, 9.2% active; in the data active = inhibition mostly above about 28%, no sharp cut-off; inactive = mostly below about 43%; note: 0% is about no effect
Pf growth 48h: inhibits P. falciparum growth in the first generation, 48 h; P. falciparum luciferase growth in erythrocytes, 48 h; Potency, µM (highest dose often 28.7 µM), inactives show at the highest dose activity change, negative = inhibition, hits mostly inhibitors; 310,000 tested, 5.9% active; AID 504832; note: potency is the fitted concentration of half-maximal effect; % is set by controls: 0 for no effect and ±100 for the full control effect
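Luciferase-expressing parasites in RBCs, 2% Hct / 0.1% parasitemia final; RPMI 1640 + 0.5% Albumax; 37 C, 5% CO2, one generation; luminescence read-out, lower signal = inhibition.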
Active calls of the source: *; ? = inconclusive; · = not tested or not shown; & = joins results of further samples; [ ] = remark or other dose. Unless noted, calls come from the whole dose curve; as a rule, active = well fitted curve in the direction sought with a large enough effect; inconclusive = small, poorly fitted or top-dose-only effect, or another doubt; inactive = no such curve, though single readings can be large; an effect the other way counts as inactive or inconclusive.

SMILES	Pf growth 96h	CHX counter	TbPYK inhibitor	LmPK inhibitor	AMA1-RON2 inh	Shiga inhibitor	Pf growth 48h
O=S(=O)(NC1CCCCC1NCc1ccco1)c1ccccc1 (centres undefined)	35%	-4	2%	-6%	6%	-4	-20%
CCC(=O)NC(c1ccccc1OC)c1ccc2cccnc2c1O (centres undefined)	-4%	9	2%	3%	-69%	19	4.1µM*
CC1(C)COCN1S(=O)(=O)c1ccc(C(=O)Nc2nnc(-c3ccc(Cl)s3)o2)cc1	-17%	0	16%	6%	160%[activator]	-8	4.1µM*
CC(Oc1ccc2ccc(=O)oc2c1)C(=O)N1CCOCC1 (centres undefined)	15%	·	-2%	·	5%	·	7%
CCc1nnc(NS(=O)(=O)c2ccc(N/C=C\C(=O)c3cccc4ccccc34)cc2)s1	9.3µM*	1	6%	-1%	-7%	-7	-29%
COc1ccc(N2C(=O)CC(Sc3nnnn3-c3ccc(F)cc3)C2=O)cc1 (centres undefined)	?	17	-28%	1%	2%	36	2%
O=c1cc(CO)oc(C(Nc2ccccn2)c2ccc(C(F)(F)F)cc2)c1O (centres undefined)	-12%	-2	-20%	-1%	42%[activator]	-7	?
CC(=O)Nc1cccc(C(=O)OCC(=O)N(c2ccccc2)C2CCS(=O)(=O)C2)c1 (centres undefined)	42%[activator]	·	0%	·	-8%	·	-1%
O=C(COc1cccc2c1CCN(Cc1ccccc1F)C2=O)N1CCOCC1	-41%[1.15 µM]	-3	·	-2%	·	14	1%
COc1cccc(C(=O)Nc2ccc(-c3nnc(-c4ccco4)o3)cc2)c1	?	17*	1%	1%	0%	57	4.7µM*
Cc1cc(OCC(=O)OCC(=O)NC2CCCC2)ccc1Cl	?	·	-2%	·	20%	·	8%
OC1CCCN(c2ncnc3c2nnn3Cc2c(F)cccc2Cl)C1 (centres undefined)	45%[activator]	8	2%	7%	-13%	32	-12%
CCC(C)N(C(=O)CSc1nnc(COc2ccccc2F)n1N)C1CCS(=O)(=O)C1 (centres undefined)	14%	·	-14%	·	66%[activator]	·	-16%
COCCCNC(=O)CN(C1CCCCC1)S(=O)(=O)c1ccc(C)cc1	1%	-3	0%	-1%	1%	-16	0%
CCOC(=O)C1CCN(Cc2cc(=O)n3c(-c4ccccc4)csc3n2)CC1	-16%	-6	6%	11%	-6%	-9	-21%
O=C(c1ccncc1)N1CCCC(N2CCN(c3ccc(F)cc3)CC2)C1 (centres undefined)	30%[activator]	27*	0%	-25%	0%	39*	27%
O=C(N1CCCCC1)C12CC3CC(CC(C3)C1)C2	?	-2	-5%	2%	-2%	0	-15%
Cn1nnnc1SCC(=O)N1CCc2ccccc2C1	·	-2	0%	-1%	-11%	-8	9%
Cc1ccc(C2(O)CC(C)N(C)CC2C)cc1 (centres undefined)	?	14	-2%	0%	-10%	-8	4%
O=C(O)C1=CC[C@@H](c2ccc(Cl)cc2)N(S(=O)(=O)c2ccc(Cl)cc2)[C@H]1c1ccccc1	?	·	3%	·	35%[activator]	·	-56%
Cc1nnc(SCc2ccc(Cl)cc2Cl)[nH]c1=O	·	12*	6%	5%	-4%	22	24%
CN(CC(=O)Nc1ccccc1Cl)C(=O)CSc1nnc(-c2ccco2)n1C	?	·	-14%	·	2%	·	-27%
CCOc1ccc(-c2c(C(=O)N/N=C(\C)c3cccnc3)nnn2-c2nonc2N)cc1	19%	-2	-3%	5%	21%	-13	14%
COCCN(CC1CCCN(C2Cc3ccccc3C2)C1)C(=O)CCC(F)(F)F (centres undefined)	0.41µM*	-2	0%	0%	-2%	7	5%
Cc1ccc(-c2cc(C(=O)NCc3cccnc3)no2)cc1	-1%	53*	1%	0%	-2%	50*	111%[activator]
Cc1cc(NC(=O)COC(=O)c2cc(S(=O)(=O)N3CCOCC3)ccc2N2CCCCC2)no1	?	-3	-3%	2%	2%	3	·
CC(C)[C@H](N)c1cn([C@@H](CO)C(=O)N2CCNCC2)nn1	59%[activator]	·	-7%	·	3%	·	16%
COc1ccc(C2C(C(=O)NCCN3CCOCC3)c3ccccc3C(=O)N2C2CCCCC2)cc1 (centres undefined)	18%	-3	4%	5%	4%	-4	?
COc1ccccc1C(=O)OCCNC(=O)Cn1cnc2c1c(=O)n(C)c(=O)n2C	17%	-6	-1%	2%	0%	24	24%
COc1ccccc1NC(=S)N(Cc1ccccn1)Cc1ccccc1Cl	-9%	17	7%	0%	6%	35	-77%
COc1ccc(/C=C2\SC(=S)N(CCCC(=O)Nc3cc(C)on3)C2=O)cc1OC	6%	1	-3%	-8%	-2%	-3	-18%
CCOC(=O)NC(=O)C(=CNNc1ncc(C(F)(F)F)cc1Cl)C(=O)NC(=O)OCC	8%	-4	-2%	-2%	22%	-16	-7%
O=c1c2ccccc2cnn1Cc1n[nH]c(=S)n1-c1ccc(Cl)cc1	7%	72*	?	?	25%	52*	-1%
O=c1c2ccccc2sn1-c1nccs1	13%	2	5.6µM*	0%	2%	2	8%
CCOc1cc(-c2noc(-c3ccncc3)n2)cc(Br)c1OC	?	-2	0%	-1%	12%	-3	13%
Cc1cccc(N2CC(C(=O)Nc3ccc4c(c3)OCCO4)CC2=O)c1C (centres undefined)	24%	11	-5%	-1%	-1%	71*	7%
O=C(Nc1ccc(F)c(Cl)c1)C1CCN(S(=O)(=O)c2cccnc2)CC1	?	-6	5%	0%	-1%	-10	·
O=C(Nc1ccc2[nH]c(=O)[nH]c2c1)c1c(F)c(F)c(F)c(F)c1F	?	-1	-5%	0%	-5%	-14	18%
COc1ccc(OC2CCN(S(=O)(=O)c3ccc(OC)cc3)CC2)cc1	?	3	2%&4%	-2%	2%	14	-7%[0.00184 µM]
COc1ccc(NC(C)=O)cc1NC(=O)CSc1nnc(-c2ccncc2)n1C	-9%	2	1%	1%	14%	3	7%
CSc1ccc(CN(C)C(=O)CSCC(=O)Nc2ccc(C)cc2)cc1	22%	·	3%	·	38%[activator]	·	1%
O=C(N/N=C/c1ccsc1)c1ccccn1	482%	28*	-8%	-22%	44%[activator]	70*	458%[activator]
CC(=O)OCCNC(=O)Cn1cnc2c1c(=O)n(C)c(=O)n2C	·	-3	-6%	2%	6%	-41	3%
COc1ccc(C2/C(=C(/O)c3ccc(F)cc3)C(=O)C(=O)N2c2ccccn2)cc1OC (centres undefined)	-6%	-1	-13%	-2%	-5%	-4	-4%
Cc1ccccc1C1CCCN(C(=O)c2cc(COc3c(F)cccc3F)on2)C1 (centres undefined)	24%	2	2%	5%	-4%	5	2%
CC(C)(C)C1CCc2c(sc(N)c2C(N)=O)C1 (centres undefined)	2%	4	?	6%	14%	-10	?
CCC(=O)Nc1ccc(S(=O)(=O)Nc2cc(C)on2)cc1	-3%[5.75 µM]	-2	1%	-3%	-6%	-6	4%
CC1=C(C(=O)OC(C)C)C2(O)C(=O)c3ccccc3C2(O)N1 (centres undefined)	-15%	11	-2%	3%	0%	14	-19%
O=C(CSc1nc(-c2ccc(Cl)cc2)cs1)Nc1cccc([N+](=O)[O-])c1	?	38*	-2%	2%	-19%	54*	-13%
Cc1ccc2oc(-c3ccccc3C(=O)O)cc(=O)c2c1	191%[activator]	-6	9%	5%	0%	-12	·
CC(C)(O)CC[C@H](OC(=O)c1ccccc1)[C@](C)(O)[C@H]1CC[C@@]2(O)C3=CC(=O)[C@@H]4C[C@@H](O)[C@H](O)C[C@]4(C)C3CC[C@]12C (some centres undefined)	4%	-3	1%	-3%	1%	-9	14%
COCCNC(=O)c1cc(-c2ccccc2OC)on1	?	17*	-5%	3%	3%	131	·
Cc1cc(OCC(=O)N(C)Cc2ccccc2)ccc1Cl	?	28*	-6%	-15%	-5%	24*	38%[activator]
CCCCNC(=S)NNC(=O)c1c(Cl)c(C)nn1C	-4%	-2	-9%	-4%	12%	11	4%
CCCCC(CC)CNC(=O)Cn1c(=S)[nH]c2ncccc2c1=O (centres undefined)	8%	-2	·	7%	·	-9	8%
O=C(CC(c1ccccc1)C1CCCCC1=O)c1ccco1 (centres undefined)	-28%	38*	4%	5%	1%	63*	33%[activator]
CCN(CC)c1ccc(/C=C(\C#N)C(=O)NCc2ccccc2)cc1	87%[activator]	-2	0%	5%	-6%	-7	?
CC1CN(C(=O)Nc2ccc(F)cc2)C2(CCCCCC2)O1 (centres undefined)	56%[activator]	-8	-1%	4%	8%	-3	4%
CC(C)NC(=O)CSc1nnc2sc3ccccc3n12	-3%	27*	2%	5%	-1%	24	40%[activator]
CCN1CCN=C1Nc1ccccc1	63%[activator]	·	2%	·	5%	·	3%

Reformatted: entries from further up.
> CC(=O)Nc1cccc(C(=O)OCC(=O)N(c2ccccc2)C2CCS(=O)(=O)C2)c1 (centres undefined)
  Pf growth 96h: 42%[activator]; CHX counter: ·; TbPYK inhibitor: 0%; LmPK inhibitor: ·; AMA1-RON2 inh: -8%; Shiga inhibitor: ·; Pf growth 48h: -1%
> O=C(COc1cccc2c1CCN(Cc1ccccc1F)C2=O)N1CCOCC1
  Pf growth 96h: -41%[1.15 µM]; CHX counter: -3; TbPYK inhibitor: ·; LmPK inhibitor: -2%; AMA1-RON2 inh: ·; Shiga inhibitor: 14; Pf growth 48h: 1%
> COc1cccc(C(=O)Nc2ccc(-c3nnc(-c4ccco4)o3)cc2)c1
  Pf growth 96h: ?; CHX counter: 17*; TbPYK inhibitor: 1%; LmPK inhibitor: 1%; AMA1-RON2 inh: 0%; Shiga inhibitor: 57; Pf growth 48h: 4.7µM*
> Cc1cc(OCC(=O)OCC(=O)NC2CCCC2)ccc1Cl
  Pf growth 96h: ?; CHX counter: ·; TbPYK inhibitor: -2%; LmPK inhibitor: ·; AMA1-RON2 inh: 20%; Shiga inhibitor: ·; Pf growth 48h: 8%

Continuation.
SMILES	Pf growth 96h	CHX counter	TbPYK inhibitor	LmPK inhibitor	AMA1-RON2 inh	Shiga inhibitor	Pf growth 48h
CC12CCCCC1(O)[N+](=O)C1=C(CCCC1)N2[O-] (centres undefined)	4.1µM*	15*	-12%	-2%	-8%	86	10%
O=C(NCC(c1cccs1)N1CCOCC1)c1ccc(Cl)c([N+](=O)[O-])c1 (centres undefined)	8%	1	3%	1%	-9%	-7	-9%
CCOc1ccccc1C(=O)NCC(=O)OCC(=O)N1C(C)CCCC1C (centres undefined)	-13%	-1	4%	0%	1%	-3	-1%
CCOC(=O)CNc1c(-c2ccc(OC)cc2)nc2ccc(Cl)cn12	?	20*	2%	1%	-10%	36*	11%
O=C(NCCN1CCOCC1)N1c2ccccc2Sc2ccccc21	37%[activator]	-4	-1%	1%	-10%	-2	-3%
O=C(CN1CC=C(c2ccccc2)CC1)NC(=O)NCc1ccco1	-11%	-5	-4%	4%	2%	-5	12%
COC(=O)C1=C(C)NC(=S)NC1c1ccc(OC(=O)c2ccco2)cc1 (centres undefined)	?	-2	2%	-4%	-10%	-18	18%
Cc1cccc(CN2CCc3c([nH]c4ccccc34)C2C(C)(C)C)n1 (centres undefined)	?	-2	-12%	0%	-11%	-17	?
CC(NC(=S)Nc1ccccc1)C(c1cccs1)N1CCOCC1 (centres undefined)	?	-1	3%	6%	-3%	-4	59%[activator]
